IDE inh: inhibitors of human insulin-degrading enzyme in cells | HEK cells, FAbetaB cleavage, fluorescence polarization | inhibition, % at 5.59 µM | P14735 | hit rate 0.41% among 320,000 | AID 434962;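 active = percent inhibition above the average of all tested compounds plus 3 SD, set per screening campaign, cut at about 16% in these data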;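 also: IDE supplied by intact live HEK cells; FP after avidin binding of uncleaved biotin substrate so inhibition keeps polarization high; 0% = DMSO wells and 100% = 60 µM reference IDE inhibitor Ii1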
M5 antag: antagonists of human muscarinic M5 receptor (CHRM5); P08912; CHO-hM5 cells, Fluo-8 calcium fluorescence, ACh EC80; inhibition, % at 3 µM; hit rate 0.59% among 360,000;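 active = inhibition above a per-plate cutoff, the mean of that plate's test compounds plus 3 SD, cut at about 27% in these data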;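 also: 0% = acetylcholine EC80 with DMSO and 100% = DMSO without agonist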
Target sequence (P08912 whole entry, looked up): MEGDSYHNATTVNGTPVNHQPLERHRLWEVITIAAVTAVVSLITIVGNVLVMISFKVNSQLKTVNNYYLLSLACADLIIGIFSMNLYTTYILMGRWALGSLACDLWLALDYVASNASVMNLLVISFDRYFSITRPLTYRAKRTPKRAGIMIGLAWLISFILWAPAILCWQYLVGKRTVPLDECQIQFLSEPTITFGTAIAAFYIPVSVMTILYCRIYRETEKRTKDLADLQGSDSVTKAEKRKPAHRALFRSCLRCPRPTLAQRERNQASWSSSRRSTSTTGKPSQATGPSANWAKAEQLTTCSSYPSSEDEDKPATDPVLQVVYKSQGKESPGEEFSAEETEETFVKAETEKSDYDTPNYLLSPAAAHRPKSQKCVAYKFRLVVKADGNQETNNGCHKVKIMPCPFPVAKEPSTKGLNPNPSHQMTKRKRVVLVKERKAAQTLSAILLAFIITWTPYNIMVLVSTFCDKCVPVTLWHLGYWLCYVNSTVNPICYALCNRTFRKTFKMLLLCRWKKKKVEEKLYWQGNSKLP
CRFR2-BP antag: CRF-BP/CRF-R2 complex antagonism; HEK293 CRF-R2/CRF-BP, CRF-induced calcium fluorescence; inhibition, % at 11.8 µM; hit rate 0.59% among 350,000; AID 588475;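 active = inhibition of the ligand-induced calcium signal above about 50% at the single tested concentration, limit read from the data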
CHRM4 agonist: agonists of human muscarinic M4 receptor (CHRM4); CHO-K1 hM4/Gqi5, Fluo-8 calcium fluorescence; vehicle 0%, full acetylcholine response 100%; activation, % at 3 µM; hit rate 0.14% among 360,000; P08173; AID 624127;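 active = activation above the run mean over all test wells plus 3 SD, cut at about 32% in these data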;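 also: peak over basal fluorescence ratio per well then scaled between controls; 0% = DMSO wells and 100% = acetylcholine at EC100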
Target sequence (P08173 whole entry, looked up): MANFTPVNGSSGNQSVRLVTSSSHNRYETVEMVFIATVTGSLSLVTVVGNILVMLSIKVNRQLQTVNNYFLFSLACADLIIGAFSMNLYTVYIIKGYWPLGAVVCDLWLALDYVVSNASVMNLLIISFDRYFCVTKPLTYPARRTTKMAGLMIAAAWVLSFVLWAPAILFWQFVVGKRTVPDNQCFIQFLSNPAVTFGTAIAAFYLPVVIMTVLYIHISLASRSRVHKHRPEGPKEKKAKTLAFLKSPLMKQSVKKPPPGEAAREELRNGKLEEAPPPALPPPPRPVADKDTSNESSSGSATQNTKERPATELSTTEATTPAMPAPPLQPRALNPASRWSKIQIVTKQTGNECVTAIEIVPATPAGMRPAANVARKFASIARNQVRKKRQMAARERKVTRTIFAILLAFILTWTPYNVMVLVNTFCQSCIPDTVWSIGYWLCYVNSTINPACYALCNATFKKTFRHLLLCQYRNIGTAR
CRFBP-R2 agonist: CRF-BP/CRF-R2 complex agonism. activation, % at 13.2 µM. AID 588473. hit rate 0.46% among 350,000. HEK293 CRF-R2/CRF-BP, calcium dye fluorescence (FLIPR); percent of saturating CRF peptide response;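 active = activation of at least 50%, plus an integration ratio under a set limit after plate pattern correction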;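 also: plate controls were neutral control wells without compound for no effect and CRF at EC100 for full effect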
CHRM5 PAM: potentiates acetylcholine response at human M5 receptor; CHO-K1 hM5, Fluo-8 calcium, ACh EC20 PAM; 0% = ACh EC20, 100% = ACh EC100; activation, % at 3 µM; hit rate 0.3% among 360,000;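 active = activation above the run cutoff, the mean activation of all test compounds plus 3 SD, cut at about 18% in these data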
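Replicates: One well per compound, no replicates | System: Human M5 receptor in CHO-K1 cells | Benchmarks: Low control EC20 acetylcholine (0%), high control EC100 acetylcholine (100%) | Probe or stimulus: Acetylcholine, EC20 level | Times: Fluo-8 loading 80 min at 37 °C plus 30 min room temperature | Signal: Intracellular calcium via Fluo-8 fluorescence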
M4 antag: antagonists of human muscarinic M4 receptor (CHRM4); CHO-hM4 cells, ACh EC80, Fluo-8 calcium fluorescence; inhibition, % at 3 µM; hit rate 0.73% among 360,000;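 active = inhibition above its plate's cutoff, the mean inhibition of sample wells plus 3 SD, cut at about 27% in these data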;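 also: 0% = acetylcholine EC80 with DMSO and 100% = DMSO without agonist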
CHRM5 agonist: agonists of human muscarinic M5 receptor (CHRM5) | AID 624037 | P08912 | hit rate 0.19% among 360,000 | activation, % at 3 µM | CHO-K1 hM5 cells, Fluo-8 calcium fluorescence; 0% DMSO wells, 100% maximal acetylcholine response;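 active = activation above the run's mean over test compounds plus 3 SD, cut at about 23% in these data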;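 also: signal is peak over basal fluorescence ratio across the kinetic read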
CHRM4 PAM: CHRM4 positive allosteric modulation | hit rate 0.4% among 360,000 | AID 624126 | P08173 | activation, % at 3 µM | CHO-K1 hM4/Gqi5, Fluo-8 calcium fluorescence, ACh EC20; 0% = ACh EC20, 100% = maximal ACh;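 active = activation above its plate's cutoff, the mean activation of sample wells plus 3 SD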; also: some results filed as inactive read as strong as hits
* hit, by the source's call; nt = not tested or not shown.

M5 antag	CRFBP-R2 agonist	CHRM5 agonist	CHRM5 PAM	CHRM4 PAM	IDE inh	M4 antag	CHRM4 agonist	CRFR2-BP antag	compound
-2	3.0	-3	-3	10	5	-4	1	-8	O=C(CCc1nnc(C2CCCCC2)o1)N1CCCCC1CCn1cccn1 (stereo not given)
1	-2.7	-6	3	9	-2	-8	0	8	C/C(=N\O)c1ccc(Cl)cc1Cl
3	-1.5	0	-2	5	4	-2	8	-8	Cc1nc2ccc(S(=O)(=O)Nc3ccc(-c4nc5cccnc5s4)cc3)cc2s1
-2	6.0	7	-2	-5	2	-14	11	10	N#C/C(=N\Nc1ccccc1)C(N)=S
4	-0.3	1	-1	-2	nt	4	3	-8	O=c1c2ccccc2nc(/C=C/c2cccnc2)n1Cc1ccccc1
-1	0.5	-2	-10	-5	12	-5	4	-10	CCOc1cccc(C(=O)Nc2ccc3oc(Cc4ccc(Cl)cc4)nc3c2)c1
-1	2.2	7	-6	0	nt	-1	6	-5	CC(NC(=O)CN1c2cccc3cccc(c23)S1(=O)=O)c1ccccc1 (stereo not given)
2	-0.5	0	0	2	-1	-9	0	13	Nc1cc(=O)[nH]n1C1CCCCC1
12	3.0	-4	-9	6	0	2	3	-25	CCOC(=O)C1C(C(=O)Nc2cccc(C(F)(F)F)c2)C1C(=O)NC(C)C (stereo not given)
1	0.6	-1	-9	12	nt	-18	1	11	CC(=O)c1ccc(S(=O)(=O)N(CC(=O)NC2CC2)Cc2ccc(F)cc2)cc1
-6	nt	5	-3	4	nt	-14	4	nt	COC(=O)[C@@]1(Cc2ccc(F)cc2)[C@H]2c3cc(C(=O)N(C)C)n(CC4CC4)c3C[C@H]2CN1C(=O)c1ccccc1
-1	-1.0	8	-4	-9	-5	-6	12	-20	Cc1ccc(C(C(=O)NC2CCCC2)N(C(=O)Cc2cccs2)c2ccc(C)c(C)c2)o1 (stereo not given)
7	-1.7	-3	7	1	nt	-6	2	12	N#Cc1cccc(C(Br)S(=O)(=O)c2ccccc2)c1 (stereo not given)
11	-2.1	-6	-10	-6	2	-4	2	7	CC(=O)c1cccc(Nc2c3c(nc4ccccc24)CCC3)c1
-1	6.1	-2	6	-2	6	1	0	8	CC(=O)NC1=NN(C(C)=O)C(C)(CS(=O)(=O)c2ccc(Cl)cc2)S1 (stereo not given)
0	6.8	-3	1	2	1	11	0	3	Cc1ccccc1C(=O)NC(NCC1CCCO1)C(Cl)(Cl)Cl (stereo not given)
-2	-2.7	-7	-3	6	2	-5	1	20	Cc1ccc(-c2c(C(=O)NC(C)C)oc(=O)c3ccccc23)cc1
3	-4.9	2	-7	-3	3	0	17	4	Fc1ccc(CSc2nnc(-c3ccncc3)o2)cc1
4	0.5	-4	-3	5	5	1	1	15	COc1cccc(NC(=S)N2CCC(NC(=O)C3CCCCC3)CC2)c1
-4	-0.1	-3	-6	16	-1	-3	3	9	COc1ccc(S(=O)(=O)N2CCC(C(=O)Nc3cccc(C(C)=O)c3)CC2)cc1C
0	0.2	2	-6	-4	1	-7	6	3	O=C(N/N=C/c1ccc(N2CCOCC2)c([N+](=O)[O-])c1)c1ccc(F)cc1
-7	-1.8	-1	4	-7	-3	4	10	-19	CC(C)(C)NCC(O)COc1ccccc1C(=O)CCc1ccccc1 (stereo not given)
-4	0.8	-3	3	-3	-10	-3	2	6	COc1ccc(CNC(=O)CN2C(=O)COc3ccc(S(=O)(=O)N4CCCC4)cc32)cc1
-6	-1.4	0	-1	12	2	-14	5	-6	CCCCNC(=S)NNC(=O)c1csc2c1CCC(C)C2 (stereo not given)
9	-1.9	1	-4	-2	-2	-6	4	-7	O=C(NCCCN1CCOCC1)c1cn(-c2ccccc2)nc1-c1ccc(F)cc1
-1	31	-1	3	-4	3	0	2	52*	C/C(=N\NC(=O)c1cc(Cl)ccc1O)c1ccc(Br)s1
5	nt	-1	0	5	nt	-7	-2	nt	Cn1ccc2c(N3c4ccccc4CCc4ccccc43)cc3c(c21)C1CCC3C1 (stereo not given)
2	-1.6	2	-5	5	-6	-1	1	-9	Nc1n[nH]c2c1C1(CCCCC1)Cc1ccccc1-2
4	-4.6	-5	4	-1	3	0	1	12	O=C(c1cccc(C(F)(F)F)c1)N1CCOc2ccccc21
1	-1.0	2	-4	-8	-1	8	2	4	O=C(COC(=O)CCN1C(=O)c2ccccc2C1=O)Nc1ccc(S(=O)(=O)N2CCCC2)cc1

Among those listed so far, 2 have a cyano group.
M5 antag	CRFBP-R2 agonist	CHRM5 agonist	CHRM5 PAM	CHRM4 PAM	IDE inh	M4 antag	CHRM4 agonist	CRFR2-BP antag	compound
-2	6.0	7	-2	-5	2	-14	11	10	N#C/C(=N\Nc1ccccc1)C(N)=S
7	-1.7	-3	7	1	nt	-6	2	12	N#Cc1cccc(C(Br)S(=O)(=O)c2ccccc2)c1 (stereo not given)

Following part
M5 antag	CRFBP-R2 agonist	CHRM5 agonist	CHRM5 PAM	CHRM4 PAM	IDE inh	M4 antag	CHRM4 agonist	CRFR2-BP antag	compound
-2	0.2	-1	-2	-1	-3	-9	2	-17	O=C(CCNC(=O)c1ccc(Br)o1)NCc1ccccn1
0	1.4	1	-5	4	7	-1	1	6	COc1cc(NC(=O)CSc2nc3[nH]c(=O)cc(O)c3s2)cc(OC)c1OC
-8	1.5	0	0	-3	-1	-5	-1	-1	Cc1ccc(C)c(Nc2c(F)c(F)c(F)c(F)c2C(=O)O)c1
11	0.4	-1	-11	-9	4	11	18	-7	Cc1cc(C)cc(C(=O)Oc2cc(C)[nH]c(=O)c2[N+](=O)[O-])c1
-3	nt	1	7	2	nt	-6	1	nt	CCN(C)C1CN(Cc2cn(CCCC(=O)OC)nn2)S(=O)(=O)C1 (stereo not given)
13	0.4	-3	-10	-3	5	-1	2	3	Cn1c(=O)oc2cc(S(=O)(=O)NCCC(=O)N3CCN(c4ccccc4F)CC3)ccc21
0	0.8	-4	-2	-5	4	0	2	1	CC1=CC(=C(C#N)C#N)C=C(C)N1CCN1CCN(C(=O)Nc2cccc(Cl)c2)CC1
8	-2.2	6	4	-1	0	-4	1	37	COc1ccc(NC(=O)c2c[nH]n3c(=O)cc(C4CCN(C(=O)OC(C)(C)C)CC4)nc23)cc1Cl
0	3.3	0	-3	4	9	-6	0	-12	O=C(NCCCN1CCOCC1)c1ccc(CS(=O)(=O)c2ccc(Br)cc2)o1
5	-1.6	1	-3	-4	nt	10	0	23	CC(C)C[C@@H](CNCC(=O)[C@H](Cc1ccccc1)NC(=O)c1[nH]cnc1C(=O)N[C@@H](C)CN)NC(=O)c1nc[nH]c1C(=O)N[C@@H](CC(=O)O)C(=O)O
3	-0.2	-4	-1	-3	4	-3	0	-9	CC(C)[C@H](NC(=O)c1cc2cc(Cl)ccc2n1C)C(=O)N[C@@H](C(=O)O)c1ccccc1
1	0.0	1	-2	4	nt	-16	6	0	C[C@H](CO)N1C[C@H](C)[C@@H](CN(C)Cc2ccc(-c3ccccc3)cc2)OCc2cnnn2CCCC1=O
9	-2.0	-9	-9	-6	4	12	0	2	CC1COc2ccccc2N1C(=O)c1ccc(Cl)cc1 (stereo not given)
1	-2.1	-1	-11	-8	0	-6	5	-19	COc1cccc2c1[C@@H]1CN(CCCCn3c(=O)[nH]c4c(sc5ncc(-c6ccccc6)nc54)c3=O)C[C@@H]1CO2
-10	-1.7	-5	-1	-1	3	-7	1	8	Cc1ccccc1N1CCN(C2CCCN(C(=O)CCn3cnnn3)C2)CC1 (stereo not given)
6	-1.5	-9	-4	-9	5	19	0	7	CCCCN1C(=N)N([C@@H](CN2CCC[C@H]2CN2C(N)=NC[C@@H]2Cc2ccccc2)C(C)C)C[C@H]1Cc1ccccc1
7	-3.2	-2	0	5	1	5	1	-8	O=S(=O)(Nc1ccc(Br)cn1)c1cccs1
1	1.4	3	-4	6	nt	-7	3	3	COc1cc(/C=C(\CC(=O)O)c2nc3ccccc3s2)ccc1OCC(=O)Nc1ccccc1F
-1	-2.3	-7	-2	-4	4	-6	2	-15	COc1ccc(N2CCN(CC(O)COc3cc(C)cc(C)c3)CC2)cc1 (stereo not given)
6	-0.2	0	-5	4	-3	3	4	-2	O=C(CSc1nnc(CNC(=O)c2c(F)cccc2F)o1)c1ccccc1
-1	5.4	-2	4	9	nt	-8	1	49	O=C(C[C@H]1C[C@@H]2c3cc(NC(=O)Nc4ccccc4)ccc3O[C@@H]2[C@@H](CO)O1)NCC1CC1
15	2.7	-4	-17	-14	1	5	6	21	Cc1c(Cl)cccc1NC(=S)NCc1ccccc1Cl
-2	0.8	-5	0	6	3	2	0	-17	O=C(Nc1ccc(F)cc1)c1sc(Cl)nc1-c1ccccc1
12	8.2	-3	1	-1	0	4	2	4	Cc1ccc(C(=O)NCC(=O)NCc2cc(=O)n(C)c(=O)n2C)cc1
8	1.4	-1	0	4	-1	-9	1	-6	Cc1ccnc(N2C(=O)c3ccccc3C2=O)c1
3	nt	11	5	-4	nt	2	24	nt	Cc1cc(C)nc(Nc2nc(C(N)Cc3ccc(Cl)cc3)cs2)n1 (stereo not given)
-5	-1.5	5	-8	5	-7	0	8	1	Nc1nc(COC(=O)C2CC(=O)N(Cc3ccccc3Cl)C2)nc(Nc2ccccc2)n1 (stereo not given)
-8	-0.1	-2	14	-5	1	-10	0	10	COc1ccccc1C1CC(c2cccs2)=NN1C(=O)CCC(=O)O (stereo not given)
-3	2.0	1	-2	-6	0	3	0	52*	C=CCn1c(SCC(=O)Nc2c(C)cccc2C)nnc1-c1ccncc1
-2	2.5	-1	-2	-9	3	4	1	6	Cc1ccc(/C=C/C(=O)NCC2COc3ccccc3O2)o1 (stereo not given)

Quoted from the listing.
`CC(C)C[C@@H](CNCC(=O)[C@H](Cc1ccccc1)NC(=O)c1[nH]cnc1C(=O)N[C@@H](C)CN)NC(=O)c1nc[nH]c1C(=O)N[C@@H](CC(=O)O)C(=O)O` in CHRM5 PAM is listed with -3
`Cc1ccc(C(=O)NCC(=O)NCc2cc(=O)n(C)c(=O)n2C)cc1` in CHRM4 agonist is listed with 2

Next section
M5 antag	CRFBP-R2 agonist	CHRM5 agonist	CHRM5 PAM	CHRM4 PAM	IDE inh	M4 antag	CHRM4 agonist	CRFR2-BP antag	compound
-13	0.8	-3	3	0	2	-4	0	25	CNC(=O)COC(=O)Cc1ccc(Cl)cc1
2	1.0	-10	-7	-2	5	0	1	8	N#Cc1nc(COc2ccc(F)cc2)oc1NCCCn1ccnc1
5	-1.0	1	4	2	3	4	3	-5	CCc1cccc(NC(=O)c2cc(S(=O)(=O)N(C)C)ccc2N2CCCC2)c1
8	-1.6	-8	-4	-3	8	0	2	-12	Cc1c(OCC(=O)NCCCN2CCOCC2)ccc2c(-c3ccccc3)cc(=O)oc12
-1	1.0	-7	1	-1	-2	0	1	15	COC(=O)CN(c1ccc(OC)cc1)S(=O)(=O)c1c(C)noc1C
4	-1.6	-4	-7	7	nt	-15	5	9	CSCCC(NC(=O)c1ccc(Cl)cc1Cl)C(=O)N(C)Cc1nc2ccccc2c(=O)[nH]1 (stereo not given)
9	0.5	4	4	-2	0	7	4	-10	CC(=O)c1ccc(NC(=O)c2ccc3snnc3c2)cc1
-5	1.8	-6	1	0	-2	10	1	6	O=c1c2ccccc2nc(SCc2cn3ccsc3n2)n1-c1ccccc1
6	5.1	1	0	2	3	2	1	-12	Cn1nc(C(F)(F)F)c2cc(C(=O)Nc3ccc(Cl)cc3)sc21
